# mouse EphA4 binding – EphA4 ligand-binding antagonists – biochemical, colorimetric, mouse EphA4, primary screen (AID 689). inhibition, % at 10 µM; hits with a dose series show IC50 in µM. EphA4-AP binding to KYL peptide, pNPP A405; higher % means a stronger effect. 62,000 compounds, 0.1% hits; in the data active = a potency from the dose series; inactive = the rest, 99 in 100 with inhibition below about 22%
# Numbers without * were called inactive; & = joins results of further samples. The list is partial; count on the stated rates, not on these rows.
SMILES,mouse EphA4 binding
CN(C)c1ccc(C(=O)Nc2ccc(S(=O)(=O)NC3=NCCCCC3)cc2)cc1,2.6%
C/C(=N\n1c(C)cc(C)c(C#N)c1=O)c1cccs1,-21.9%
CS(=O)(=O)N(CC(=O)Nc1ccc(Br)cc1)c1ccc(Cl)cc1,0.9%
Cc1cc(NS(=O)(=O)c2ccc(NC(=O)c3cccc(Br)c3)cc2)no1,-3.9%
Cc1ccc(NS(=O)(=O)c2cccc(C(=O)OCC(=O)NCc3ccco3)c2)cc1,12.9%
CC1(C)CC(=O)C2=C(C1)N(c1ccc(F)cc1)C(N)=C(C#N)C2c1cccs1 (stereo unspecified),-2.8%
Clc1ccc(-c2nnc(SCc3nc(-c4ccccc4)no3)o2)cc1,-2.6%
O=C(NCc1cc(C(F)(F)F)cc(C(F)(F)F)c1)C1CC(c2cccc([N+](=O)[O-])c2)=NO1 (stereo unspecified),8.9%
Cn1nnnc1SCCNCc1cccc2ccccc12,-14.8%
CCOC(=O)C1CCCc2c1[nH]c1c(C(=O)O)cccc21 (stereo unspecified),-11.4%
O=C1COc2ccccc2N1Cc1ccccc1Cl,40.8%
CCOC(=O)c1nnc(-c2ccccc2)nc1Sc1c(Cl)cccc1Cl,19.1%
O=C(N=c1nc2ccccn2s1)c1ccccc1,9.4%
C[N+]1(CCNC(=O)/C=N/O)CCCCC1,-3.8%
O=C(/C=C\Nc1ccccc1NS(=O)(=O)c1ccccc1)c1ccc(F)cc1,-3.4%
Cc1ccc(CNC(=O)CS(=O)Cc2nc(-c3ccccc3C)oc2C)cc1 (stereo unspecified),9.3%
COC(=O)c1ccc(NC(=S)N2CCN(Cc3ccc(Cl)cc3)CC2)cc1,-14.2%
CCCCNC(=O)C(=O)c1ccccc1NC(C)=O,5.5%
CCCC1=NCCn2cccc21,-17.3%
O=C(CCCC(=O)OCC(Cl)=C(Cl)Cl)Nc1cccc(F)c1,-11.2%
O=C1c2ccccc2NC(c2ccc(Br)cc2)N1Cc1ccccc1 (stereo unspecified),1.7%
CS(=O)(=O)N1CCN(C(=O)COc2ccccc2)CC1,-8.6%
CCOC(=O)c1c(-c2ccc(-c3ccccc3)cc2)csc1N,-12.8%
Cc1[nH]c2ccccc2c1/C=N/Nc1nc(Nc2ccccc2)nc(N2CCOCC2)n1,-5.3%
Cc1ccc(NC(=O)CN2CCC(NC(=O)Cc3ccccc3)CC2)cc1C,-9.4%

# Taken from above:
# In mouse EphA4 binding, CCOC(=O)c1c(-c2ccc(-c3ccccc3)cc2)csc1N is listed with -12.8%
# In mouse EphA4 binding, C/C(=N\n1c(C)cc(C)c(C#N)c1=O)c1cccs1 is listed with -21.9%
# In mouse EphA4 binding, O=C1COc2ccccc2N1Cc1ccccc1Cl is listed with 40.8%
# In mouse EphA4 binding, CCCCNC(=O)C(=O)c1ccccc1NC(C)=O is listed with 5.5%
# In mouse EphA4 binding, CCOC(=O)C1CCCc2c1[nH]c1c(C(=O)O)cccc21 (stereo unspecified) is listed with -11.4%

# Continuation:
SMILES,mouse EphA4 binding
O=C(c1ccc(-c2nnc(Nc3cccc(Cl)c3)c3ccccc23)cc1)N1C[C@H]2C[C@H](C1)c1cccc(=O)n1C2,-9.8%
Cc1c(NC(=O)CSc2nc3ccccc3s2)c(=O)n(-c2ccccc2)n1C,-15.4%
CC1CCCCC1NC(=O)c1ccc2c(c1)[nH]c(=O)n2C1CCCC1 (stereo unspecified),1.3%
COc1ccc(C(=O)NN2C(=O)C3C4C=CC(O4)C3C2=O)cc1 (stereo unspecified),4.6%
O=C(O)CC(Cc1ccc(Br)cc1)C(=O)Nc1ccccc1 (stereo unspecified),-1.0%
Cc1ccc(Nc2nc3nonc3[nH]c2=O)cc1,-32.7%
COCCn1c(Cc2ccccc2)nnc1SCc1nc2ccccc2c(=O)[nH]1,-5.8%
Cc1ccc(C(=O)NCc2ccco2)cc1S(=O)(=O)N1CCOCC1,8.3%
CCCCn1nnc(NC(=O)c2ccc(-c3cccc(Cl)c3)o2)n1,-6.2%
CCOC(=O)CSc1nc(N)c(C#N)c(CC(C)C)c1C#N,-30.3%
CN1C(=O)/C(=C/c2ccccc2OCc2cccc(F)c2)N(C)C1=S,-3.1%
CCC(=O)OCc1c(C(F)(F)F)nn(C)c1Sc1ccc(Cl)cc1,-3.5%
Cc1ccc(NC(=O)CSc2nnc(-c3ccccc3C)o2)cc1C,-4.1%
CCOC(=O)CSc1nnc(C)n1N,-6.2%
COc1cc(/C=C2/SC(=S)N(C)C2=O)cc(Cl)c1OCc1ccccc1Cl,2.9%
O=C(Nc1cc(-c2nc3ccccc3s2)ccc1Cl)c1ccc2c(c1)OCO2,-7.5%
CC(C)NC(=O)c1onc(CSc2ccc(Cl)cc2)c1C(=O)O,-3.4%
CN1CCN(c2nc3c(c(=O)n(C)c(=O)n3C)n2CC(N)=O)CC1,0.8%
CN(CCc1ccccn1)C(=O)Nc1ccc(F)cc1,-7.2%
CCOC(=O)C1=C(NC(=S)NC(=O)c2ccccc2)c2ccccc2CC1(C)C,-9.3%
COc1ccc(CCN2CC(O)=C(c3nc(C)cs3)C2=N)cc1OC,-8.3%
Nc1ccc(S(=O)(=O)Nc2cccc3cccnc23)cc1,-5.9%
Cn1c(Cc2ccccc2)nnc1SCC(=O)c1cccs1,3.9%
COc1ccc(-c2noc(-c3cc4ccccc4oc3=O)n2)cc1,-11.3%
COc1ccc(S(=O)(=O)Nc2ccc(F)c(Cl)c2)cc1OC,20.9%
# The list continues:
SMILES,mouse EphA4 binding
CN(C)C(=O)CSc1nnc(CCCCCNC(=O)OC(C)(C)C)o1,-9.0%
CCN1CCN(C(C(=O)NC2CCCC2)c2ccc(Cl)cc2)CC1 (stereo unspecified),-1.8%
O=C(Nc1cccc2ccccc12)c1nn(C23CC4CC(CC(C4)C2)C3)cc1[N+](=O)[O-],-8.6%
Cc1ccc(C(=O)NCC2(c3ccccc3)CCCC2)cc1,-0.9%
c1ccc2[nH]c(SCCN3CCOCC3)nc2c1,1.5%
COc1ccc(-n2c(C)nc3c(cnn3-c3ccc(C)c(C)c3)c2=O)cc1,-1.6%
O=c1c2c(nc3nc[nH]n13)CCC2,-0.8%
CN=CC1=C(O)c2ccccc2C1=O,-13.7%
COc1ccc(/C(O)=C2/C(=O)C(=O)N(CCCC(=O)O)C2c2ccc(OC)cc2)cc1 (stereo unspecified),-6.3%
Cc1ccc2c(C)nc(Nc3nc4ccccc4c(=O)[nH]3)nc2c1,2.1%
COc1ccc(C2C(=O)c3ccccc3C2=O)c(OC)c1,-6.8%
CCCCc1cc(=O)oc2cc(C)cc(OCC(=O)O)c12,6.4%
COC(=O)c1c(C)oc2ccc(OCc3c(F)cccc3Cl)cc12,-13.4%
Cc1ccccc1-n1nc2c(c1NC(=O)c1cc3ccccc3oc1=O)CS(=O)C2 (stereo unspecified),2.2%
COc1ccc(N2CCc3c(C)nc4c(OC)cc(OC)cc4c32)c(OC)c1,-7.2%
Cc1ccc(OCC(O)CN2CCN(CC(O)COc3ccc(C)cc3Cl)CC2)c(Cl)c1 (stereo unspecified),5.1%
O=C(CSc1nc2ccccc2o1)N1c2ccccc2Sc2ccc(Cl)cc21,7.5%
CCOC(=O)Nc1nc(-c2ccccc2)c(C(=O)c2ccccc2)s1,-0.3%
CN(C)c1ccc(-c2nnn(Cc3ccccc3Br)n2)cc1,-1.1%
CCOC(=O)/C(=C\c1ccc(-c2ccc(S(N)(=O)=O)cc2)o1)C(C)=O,6.3%
CCOC(=O)c1sc2nccc(N(C)C)c2c1N=CNOC,-3.4%
O=C(NCCNc1ccc([N+](=O)[O-])cc1Cl)c1ccccc1F,0.7%
Cc1ccc(NCc2nnc(SCC(=O)Nc3ncc(C)s3)n2CC2CCCO2)c(C)c1 (stereo unspecified),-4.7%
COc1cccc(NC(=O)CSc2nnc(-c3ccoc3C)n2CC2CCCO2)c1 (stereo unspecified),-3.2%
COc1ccc(CCn2c3c(c(=O)[nH]c2=O)C(NC(=O)c2cccs2)(C(F)(F)F)C(=O)N3)cc1OC (stereo unspecified),-11.7%

# Rewritten as tab-separated lines: entries from further up.
mol	mouse EphA4 binding
O=C1COc2ccccc2N1Cc1ccccc1Cl	40.8%
CCOC(=O)c1nnc(-c2ccccc2)nc1Sc1c(Cl)cccc1Cl	19.1%

# The list continues.
SMILES,mouse EphA4 binding
CCOc1ccc(N2C(=O)CN=C2Nc2ccccc2Cl)cc1,-14.5%
CN(C)/C=C1\C(=O)N(c2ccc(Oc3ccccc3)cc2)CS1=O (stereo unspecified),-5.5%
CCn1c(C)nc2cc(S(=O)(=O)C(F)(F)C(F)C(F)(F)F)ccc21 (stereo unspecified),3.5%
C=CCNC(=O)CN(c1ccc(OC)cc1)S(=O)(=O)c1ccc(C)cc1,25.7%
Cc1ccc(N(CC(=O)O)S(=O)(=O)c2cccc3nonc23)cc1,-13.7%
Cc1cc2c(c(=O)o1)C1(C(=O)N(CC(=O)O)c3ccccc31)C(C#N)=C(N)O2 (stereo unspecified),-0.8%
Cc1nc2ccc(NC(=O)Cc3cccs3)cc2s1,-1.4%
Cc1sc2nc(CN3CCOCC3)nc(NCCc3ccccc3)c2c1C,-2.0%
Cc1nn(-c2ccc(C(=O)Nc3nnc(C4CC4)s3)cc2)c(C)c1Cl,-5.5%
COc1ccc(C(=O)OCC(=O)NCC2CCCCC2)cc1S(=O)(=O)N1CCCc2ccccc21,-4.9%
CCOC(=O)c1ccc(S(=O)(=O)N2CCN(S(=O)(=O)CC)CC2)cc1,-4.1%
CCC(C)N(C(=O)COC(=O)Cc1n[nH]c(=O)c2ccccc12)C1CCS(=O)(=O)C1 (stereo unspecified),-14.4%
CSc1nc(C)c2c(n1)N(c1ccc(C(C)C)cc1)CC2,-2.3%
CCOC(=O)c1ccccc1NC(=O)c1ccccc1,-6.0%
O=[N+]([O-])c1ccc(N2CCCC2)cc1N1CCCCC1,-3.6%
NS(=O)(=O)c1ccc(NC(=S)NC(=O)c2ccccc2)cc1,-4.2%
COc1ccc(NC(=S)NC(=O)c2ccc(F)cc2)cc1,-13.3%
COc1ccc(C(=O)OCCN=C2NS(=O)(=O)c3ccccc32)cc1OC,-7.7%
CCCc1nc2ccccc2c(=O)n1/N=C/c1ccc(O)cc1O,-8.6%
COc1cc(NC(=O)CC(c2ccccc2)c2ccccc2)c(OC)cc1Cl,18.6%
COc1ccccc1/C=C1\SC(=S)N(CC(C)C)C1=O,-9.3%
Fc1ccc(-c2csc(N3CCC(c4ccccc4)C3)n2)cc1 (stereo unspecified),-3.4%
CCC(=O)N1CCn2c1nc1ccccc12,-3.2%
O=C(Nc1ccc(Cl)c(Cl)c1)c1cc2n(n1)C(C(F)(F)F)CC(c1ccccc1)N2 (stereo unspecified),-2.5%
O=C(NCCNC(=O)c1cccc(O)c1)c1cccc(O)c1,3.5%
# Remaining list, next part:
SMILES,mouse EphA4 binding
COc1ccc(NC(=O)CS(=O)CC(=O)NC2CCCc3ccccc32)cc1 (stereo unspecified),-5.2%
COc1cc(S(=O)(=O)N2CCN(c3ccc(F)cc3)CC2)ccc1Cl,-9.3%
CC(C)(C)OCC(NC(=O)C(CC(N)=O)NC(=O)OC(C)(C)C)C(=O)OC(C)(C)C (stereo unspecified),-3.4%
CCCOc1ccc(/C(O)=C2/C(=O)C(=O)N(CCCn3ccnc3)C2c2ccco2)cc1 (stereo unspecified),10.3%
Cc1nn(C)cc1/C=N/NC(=O)c1sc2ccccc2c1Cl,-2.1%
COc1ccc(OC)c(C(=O)CSc2nnnn2C)c1,12.3%
CCS(=O)(=O)NCCc1cc2ccc(C)cc2[nH]c1=O,-3.2%
CCCCNC(=O)C1CC(c2cccc([N+](=O)[O-])c2)=NO1 (stereo unspecified),-4.3%
COc1ccccc1N(C)S(=O)(=O)c1ccc(C(=O)N(CC(N)=O)C(C)C)cc1,-19.5%
COc1ccc(Cn2c(O)c(/C=C3\C=CC=N3)c(=O)[nH]c2=O)cc1,3.5%
COc1cc(C(=O)NCC(c2cccnc2)N2CCN(C)CC2)cc(OC)c1OC (stereo unspecified),-12.1%
Cc1ccc(S(=O)(=O)N2C(=S)SCC2(C)C)cc1,-4.2%&2.1%
CCc1cccc(C)c1NC(=O)C1CCCO1 (stereo unspecified),-16.4%
Nc1n[nH]c(S(=O)(=O)CCCc2ccccc2)n1,-30.4%
Cn1c(NC(=O)CCC2CCCCC2)cc(=O)n(C)c1=O,-10.4%
CC(C)c1nnc(NC(=O)c2c(O)c3cccc4c3n(c2=O)CCC4)s1,-9.7%
O=S(=O)(c1ccccc1)N1N=C(c2cccs2)CC1c1ccc(Br)cc1 (stereo unspecified),3.7%
CC(=O)c1ccc(OCCCC(=O)n2nnc3ccccc32)cc1,-8.7%
Cn1cnnc1SCNC(=O)C(F)(F)F,-0.8%
C=CCN1C(=O)CSc2ccc(C(=O)N3CCC(C)CC3)cc21,-12.5%
CNC(=S)Nc1ccc(Nc2ccccc2)cc1,-2.8%
Cc1ccc(S(=O)(=O)n2cc(C=C3C(=O)NC(=S)NC3=O)c3ccccc32)cc1,39.3%
COC(=O)CCNc1ccc2c(c1)OCCO2,-7.7%
COc1ccc(C2Nc3ccccc3C(=O)N2Cc2ccccc2)cc1Cn1nc(C)c(Cl)c1C (stereo unspecified),-13.2%
COc1ccc(C(=O)Nc2nc(-c3ccccc3)c(-c3ccccc3)s2)cc1[N+](=O)[O-],-6.7%

# Laid out differently: entries from further up.
> C=CCN1C(=O)CSc2ccc(C(=O)N3CCC(C)CC3)cc21
  mouse EphA4 binding = -12.5%
> COc1ccccc1N(C)S(=O)(=O)c1ccc(C(=O)N(CC(N)=O)C(C)C)cc1
  mouse EphA4 binding = -19.5%
> COc1ccc(OC)c(C(=O)CSc2nnnn2C)c1
  mouse EphA4 binding = 12.3%
> COc1ccc(C(=O)Nc2nc(-c3ccccc3)c(-c3ccccc3)s2)cc1[N+](=O)[O-]
  mouse EphA4 binding = -6.7%

# The results go on.
SMILES,mouse EphA4 binding
NC(Cc1cccc2nsnc12)C(=O)O (stereo unspecified),-10.5%
O=C(Cn1cnc2ccccc2c1=O)OCCCCN1C(=O)c2ccccc2C1=O,-6.8%
O=C(c1ccc(Oc2ccccc2)cc1)c1nc2c(n1O)CCCC2,-4.4%
CC(=O)Nc1nonc1-c1nc2ccccc2n1CCC(C)C,-2.9%
O=C(C1CCCN(S(=O)(=O)Cc2ccccc2)C1)N1CCCCC1 (stereo unspecified),5.7%
O=C(OCn1nnc2ccccc2c1=O)C1CCCCC1,2.2%
CC1(C)Oc2ccc(NC(=O)c3ccco3)cc2O1,-10.9%

# Assay outcomes as filed in PubChem.
